Source: PubChem (several laboratories)
VHR inh abs: DUSP3 (human) phosphatase inhibition. P51452. recombinant VHR phosphatase, pNPP absorbance. inhibition, % at 13.3 µM. actives 0.52% (n = 290,000). AID 1654; in the data active means inhibition above about 50%; further: some compounds called inactive have numbers as strong as hits
Target sequence (P51452 whole entry, looked up): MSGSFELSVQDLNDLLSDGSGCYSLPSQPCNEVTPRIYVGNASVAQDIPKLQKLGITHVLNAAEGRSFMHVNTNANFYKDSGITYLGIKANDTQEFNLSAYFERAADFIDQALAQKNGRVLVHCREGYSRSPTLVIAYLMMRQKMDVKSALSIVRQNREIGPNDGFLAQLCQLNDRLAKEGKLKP
MazEF act: increases E. coli MazEF RNase cleavage of RNA | FAM/BHQ RNA-DNA oligo cleavage fluorescence, 5 h | activation, % at 20 µM | actives 0.32% (n = 350,000) | AID 504720; in the data active means activation above about 50%
PriA SSB inh: inhibitors of Klebsiella pneumoniae PriA binding to SSB C-terminal tail | actives 0.6% (n = 430,000) | inhibition, % at 33 µM | AID 1272365 | AlphaScreen SSBct-PriA binding, biotinylated peptide; in the data active means inhibition mostly above about 37%, no sharp cut-off; inactive means mostly below about 20%;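 further: plate controls were negative control peptide for no effect and reference peptide for full effect; strong numbers were not always called active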
Anthrax LF prot: blocks Bacillus anthracis lethal factor protease. actives 0.12% (n = 360,000). multiplex microsphere protease cleavage assay, LF. inhibition, % at 10 µM. P15917; further: plate controls were buffer without enzyme for full effect and enzyme alone for no effect
Target sequence (P15917 whole entry, looked up): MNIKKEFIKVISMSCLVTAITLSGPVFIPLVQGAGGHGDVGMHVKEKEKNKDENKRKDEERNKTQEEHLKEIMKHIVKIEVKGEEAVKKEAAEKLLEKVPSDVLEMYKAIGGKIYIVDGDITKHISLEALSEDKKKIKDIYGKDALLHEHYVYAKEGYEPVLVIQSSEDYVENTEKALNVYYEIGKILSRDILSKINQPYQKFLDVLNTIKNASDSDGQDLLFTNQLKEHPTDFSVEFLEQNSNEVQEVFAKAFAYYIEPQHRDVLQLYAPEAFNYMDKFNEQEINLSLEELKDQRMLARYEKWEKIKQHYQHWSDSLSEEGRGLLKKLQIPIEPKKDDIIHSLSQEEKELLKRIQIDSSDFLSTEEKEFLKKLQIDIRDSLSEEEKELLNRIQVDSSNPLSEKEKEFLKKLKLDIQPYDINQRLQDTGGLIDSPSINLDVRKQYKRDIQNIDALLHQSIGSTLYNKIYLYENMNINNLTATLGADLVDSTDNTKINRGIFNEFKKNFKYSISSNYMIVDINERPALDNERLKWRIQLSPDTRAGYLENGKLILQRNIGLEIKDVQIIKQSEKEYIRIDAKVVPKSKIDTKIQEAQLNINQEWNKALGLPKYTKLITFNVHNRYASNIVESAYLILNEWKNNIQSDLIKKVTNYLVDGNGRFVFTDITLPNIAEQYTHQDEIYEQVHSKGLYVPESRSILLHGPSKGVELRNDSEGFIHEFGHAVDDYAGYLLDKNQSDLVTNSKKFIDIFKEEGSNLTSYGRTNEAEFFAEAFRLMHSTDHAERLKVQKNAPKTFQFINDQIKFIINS
Rv3671c inh: Rv3671c (M. tuberculosis) protease inhibition | inhibition, % at 5.96 µM | AID 2606 | P9WHR9 | actives 0.048% (n = 320,000); in the data active means inhibition above about 38%;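 further: extracellular domain of Rv3671c used as enzyme; 0% = enzyme with DMSO and 100% = no enzyme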
CCHFV vOTU inh: blocks the CCHF virus ovarian tumor domain protease; actives 0.55% (n = 370,000); inhibition, % at 11.5 µM; AID 651958; CCHFV vOTU protease, Pep-AMC fluorescence; in the data active means inhibition above about 30%; further: 0% = vehicle wells with enzyme and 100% = no enzyme wells
SARS 3CLpro inh: SARS-CoV 3CLpro protease inhibition; recombinant SARS-CoV 3CLpro, quenched FRET peptide cleavage; inhibition, % at 6 µM; actives 0.14% (n = 290,000); in the data active means inhibition above about 12%
PrPC TRFRET: inhibitors of human cell surface prion protein PrPC | P04156 | TR-FRET read-out | inhibition, % at 13.8 µM | actives 0.43% (n = 370,000); in the data active means inhibition above about 24%; further: 0% = median of the test wells and 100% = reference compound wells
BoNT A protease: BoNT A light chain protease inhibition | multiplex microsphere protease substrate cleavage, flow cytometry | inhibition, % at 10 µM | actives 0.17% (n = 360,000); further: plate controls were buffer without enzyme for full effect and enzyme alone for no effect
BoNT F protease: inhibitors of Botulinum neurotoxin F light chain protease | Multiplex microsphere protease cleavage assay, flow cytometry | inhibition, % at 10 µM | actives 0.22% (n = 360,000) | AID 588497; in the data active means inhibition above about 35%, passing the limit was not always enough; inconclusive means no clear call, values can overlap the other calls; further: plate controls were buffer without enzyme for full effect and enzyme alone for no effect
Numbers without * were called inactive; ? = inconclusive; . = not tested or not shown. Unless noted, no stated cut-off is given here; in the data, active means inhibition above about 30%; inconclusive means no clear call, values can overlap the other calls; inactive means below that.

SMILES	VHR inh abs	MazEF act	PriA SSB inh	Anthrax LF prot	Rv3671c inh	CCHFV vOTU inh	SARS 3CLpro inh	PrPC TRFRET	BoNT A protease	BoNT F protease
CC(=O)c1ccc(NC(=O)c2cccc(S(=O)(=O)N3CCN(C)CC3)c2)cc1	26	10	-1	-12	2	6	-1	-2	-3.2	7
COC(=O)CN1C(=O)COc2ccc(S(=O)(=O)N3CCCCC3)cc21	.	0	.	-8	.	5	.	7	-0.1	6
CCC(=O)Nc1nc(C)c(-c2csc(Nc3cccc(C(=O)O)c3)n2)s1	-5	-6	2	0	-6	4	-1	-7	1.3	-1
COc1cc(/C=C(\C#N)c2nc3ccccc3[nH]2)c([N+](=O)[O-])cc1OCc1ccccc1	6	15	-5	5	-71	-1	-1	-12	2.7	-4
O=C1COc2ccc(C(=O)CSc3nnc(Cc4cccs4)n3-c3ccc(Cl)cc3)cc2N1	13	-1	2	2	-11	2	5	-2	7.2	11
Cn1c(SCC(=O)Nc2ccc(Cl)cc2F)nnc1-c1ccco1	21	-2	0	-7	-5	-17	0	3	-5.7	-20
Cc1cc(C)n(CC(=O)NNC(=O)c2cccc(C(F)(F)F)c2)n1	-4	11	-35	2	-2	-8	-1	-2	-0.4	-5
Cc1ccc(C)c(S(=O)(=O)NCc2cccnc2)c1	40	6	-7	-2	-2	-2	-4	-2	-1.6	-4
O=C(NCCc1ccccc1)C1(c2ccccc2)CCCC1	22	1	5	.	-1	-2	-3	5	.	.
COc1cccc(CNC(=O)CCS(=O)(=O)c2cccc3nonc23)c1	11	2	-4	3	-6	10	-4	-54	0.6	4
Cc1ccc(C([O-])=C(C(=S)NCc2ccccc2)[n+]2cccc(CO)c2)cc1[N+](=O)[O-]	.	-8	2	22	.	8	.	5	6.6	0
COc1ccccc1N1CCN(C(=O)C2CCCCN2S(=O)(=O)c2ccc(C)cc2)CC1 (centres undefined)	21	5	-7	6	-2	2	-2	-3	-0.2	-6
O=C1CN(Cc2nc3cc(Cl)ccc3c(=O)[nH]2)CCN1	26	3	-14	8	0	11	-2	-3	-0.6	-3
NC(=O)C(=O)N/N=C/c1c(F)c(F)c(F)c(F)c1F	-10	4	.	-2	8	0	0	7	-0.5	-1
COc1ccc(NS(=O)(=O)c2cccc(C(=O)NCC(c3ccccc3OC)N3CCCC3)c2)cc1 (centres undefined)	.	3	8	0	-6	-1	.	-5	24	-33
COc1ccc2c(c1OC)C(=O)OC2Nc1nc(-c2ccccc2)cs1 (centres undefined)	4	2	-24	-2	4	-2	-7	-27	-0.5	-6
CCOC(=O)N1CCC(NC(=O)C(CC(C)C)NC(=O)C2CCC(C)CC2)CC1 (centres undefined)	20	1	-9	3	-4	-6	-4	-2	0.1	14
NNc1nc(-c2ccccc2)c2cc(Cl)ccc2n1	1	-3	-6	-16	-6	3	-2	-1	-0.3	4
O=C(Cc1ccccc1)Oc1coc(CSc2ncccn2)cc1=O	-3	4	-10	-3	7	-5	4	-1	-0.1	-4
Cc1ccc2nc(SCC(=O)c3c(N)n(C)c(=O)n(C)c3=O)[nH]c2c1	13	-4	-8	-1	3	-7	1	-4	0.4	-3
CCN1C(=O)N[C@@H](c2cccc(C(F)(F)F)c2)[C@H](C(C)=O)[C@H]1C	.	-13	-8	-9	-13	6	.	-3	0.2	-2
O=C(Nc1ccccc1)c1cccnc1N1CCCC1	6	-4	-19	-5	-11	-5	5	-7	?	-7
O=C(NCc1ccccc1)C1CCC1	-6	3	0	4	3	-3	-13	-3	0.5	3
CCOCCOC(=O)COc1ccc2c(=O)c(Oc3ccc(OC)cc3)coc2c1	.	0	-13	6	3	-10	-4	-3	-1.2	9
C[C@H](N)C(=O)NC[C@H]1O[C@@H](n2cnc3c(N)ncnc32)[C@H](O)[C@@H]1O	.	-3	-3	-5	.	2	.	-6	-0.5	-3
Cc1ccc(NC(=O)NC(=O)c2cnccc2C(F)(F)F)c(C)c1	-9	7	-12	-10	-9	3	-3	7	0.2	-6
CC(Nc1ccc(Br)cc1)C(=O)NC(=O)NC1CCCCC1 (centres undefined)	.	2	.	-2	.	0	.	6	-0.6	-1
COCCN(CCOC)S(=O)(=O)c1ccc(C(=O)Nc2nc3c(s2)CCc2ccccc2-3)cc1	5	-17	-21	5	-12	-8	1	0	-0.1	-3
CN(CC12CC3CC(CC(C3)C1)C2)C(=O)c1ccco1	18	-12	-2	-5	3	13	0	-1	2.1	11
CCn1c(CNC(=O)COc2ccc(C(C)C)cc2)nnc1SCC(=O)Nc1ccc(F)cc1	37	-3	-2	-4	-2	3	2	8	-0.4	-6

12 structures from above, arranged by count of non-hydrogen atoms, falling:
SMILES	VHR inh abs	MazEF act	PriA SSB inh	Anthrax LF prot	Rv3671c inh	CCHFV vOTU inh	SARS 3CLpro inh	PrPC TRFRET	BoNT A protease	BoNT F protease
COc1ccc(NS(=O)(=O)c2cccc(C(=O)NCC(c3ccccc3OC)N3CCCC3)c2)cc1 (centres undefined)	.	3	8	0	-6	-1	.	-5	24	-33
CCn1c(CNC(=O)COc2ccc(C(C)C)cc2)nnc1SCC(=O)Nc1ccc(F)cc1	37	-3	-2	-4	-2	3	2	8	-0.4	-6
CCOCCOC(=O)COc1ccc2c(=O)c(Oc3ccc(OC)cc3)coc2c1	.	0	-13	6	3	-10	-4	-3	-1.2	9
CCOC(=O)N1CCC(NC(=O)C(CC(C)C)NC(=O)C2CCC(C)CC2)CC1 (centres undefined)	20	1	-9	3	-4	-6	-4	-2	0.1	14
COc1ccc2c(c1OC)C(=O)OC2Nc1nc(-c2ccccc2)cs1 (centres undefined)	4	2	-24	-2	4	-2	-7	-27	-0.5	-6
Cc1ccc2nc(SCC(=O)c3c(N)n(C)c(=O)n(C)c3=O)[nH]c2c1	13	-4	-8	-1	3	-7	1	-4	0.4	-3
Cc1ccc(NC(=O)NC(=O)c2cnccc2C(F)(F)F)c(C)c1	-9	7	-12	-10	-9	3	-3	7	0.2	-6
CCN1C(=O)N[C@@H](c2cccc(C(F)(F)F)c2)[C@H](C(C)=O)[C@H]1C	.	-13	-8	-9	-13	6	.	-3	0.2	-2
CC(Nc1ccc(Br)cc1)C(=O)NC(=O)NC1CCCCC1 (centres undefined)	.	2	.	-2	.	0	.	6	-0.6	-1
O=C(Nc1ccccc1)c1cccnc1N1CCCC1	6	-4	-19	-5	-11	-5	5	-7	?	-7
NNc1nc(-c2ccccc2)c2cc(Cl)ccc2n1	1	-3	-6	-16	-6	3	-2	-1	-0.3	4
O=C(NCc1ccccc1)C1CCC1	-6	3	0	4	3	-3	-13	-3	0.5	3

(list continues)
SMILES	VHR inh abs	MazEF act	PriA SSB inh	Anthrax LF prot	Rv3671c inh	CCHFV vOTU inh	SARS 3CLpro inh	PrPC TRFRET	BoNT A protease	BoNT F protease
COc1cccc(CC(=O)Nc2cc(S(=O)(=O)N3CCOCC3)ccc2N2CCN(C)CC2)c1	.	5	2	7	10	1	.	-4	3.9	5
CCc1nc2ccc(C(=O)Nc3cccc(OC)c3)cn2c1N(CC)CCN(C)C	.	.	.	-3	.	-8	.	-9	-0.2	-4
CCCc1nc(SCC(=O)N2CCc3ccccc3C2)c2ccccc2n1	28	-5	-3	0	-15	-7	4	22	?	-1
CCOC(=O)C1=NNC(C(=O)c2ccccc2)C1c1ccc(OC)cc1 (centres undefined)	.	-4	4	-2	-9	8	-1	0	-0.5	10
COCCn1c(N2CCCC2)nc2c1c(=O)[nH]c(=O)n2C	20	3	4	5	4	10	-8	6	-5.6	3
COc1ccccc1N1CCN(C2CCN(C(=O)COc3cccc(C)c3)CC2)CC1	8	3	2	-1	1	7	2	-3	0.1	-1
N#Cc1cc(C#N)c(N2CCN(c3cccc(Cl)n3)CC2)nc1N	4	-3	-5	-11	0	8	-6	4	-14	-117
COc1ccc(C2=NN(CN3C(=O)C(=O)c4ccccc43)C(c3ccc(OC)cc3)C2)cc1 (centres undefined)	46	4	-3	-1	-7	3	3	6	0.0	0
Cc1cccc(NC(=O)COc2coc(CN3CCN(c4ccccc4)CC3)cc2=O)c1	.	1	-4	.	8	1	.	9	.	.
C[C@H]1CN([C@@H](C)CO)C(=O)c2c(c3ccccc3n2C)-c2ccccc2CO[C@H]1CN(C)C(=O)[C@@H]1CCCN1C	.	6	.	-6	.	5	.	-3	-0.1	1
CC1N=C(c2ccccc2)c2cc(Br)ccc2NC1=O (centres undefined)	13	-19	-10	-6	3	-13	-3	-2	-2.6	1
N/C(=N\N=C\c1ccnc2ccccc12)SC1CC(=O)N(c2ccc(Br)cc2)C1=O (centres undefined)	20	-4	.	-6	-40	-4	9	-5	-0.7	4
CCOc1ccc2ccccc2c1/C=N/NC(=O)c1ccncc1	12	7	.	.	-3	13	-3	11	.	.
Cc1ccccc1NC(=O)CSc1nc2cc3c(cc2cc1C)CCC3	23	2	-15	-1	9	-10	-1	1	0.8	7
COc1ccccc1NC(=O)c1nnn(Cc2ccccc2)c1NC(C)=O	1	10	-3	-4	6	1	3	1	-2.6	-5

Of the compounds above, these have a nitro group on carbon.
SMILES	VHR inh abs	MazEF act	PriA SSB inh	Anthrax LF prot	Rv3671c inh	CCHFV vOTU inh	SARS 3CLpro inh	PrPC TRFRET	BoNT A protease	BoNT F protease
COc1cc(/C=C(\C#N)c2nc3ccccc3[nH]2)c([N+](=O)[O-])cc1OCc1ccccc1	6	15	-5	5	-71	-1	-1	-12	2.7	-4
Cc1ccc(C([O-])=C(C(=S)NCc2ccccc2)[n+]2cccc(CO)c2)cc1[N+](=O)[O-]	.	-8	2	22	.	8	.	5	6.6	0

Additional records:
SMILES	VHR inh abs	MazEF act	PriA SSB inh	Anthrax LF prot	Rv3671c inh	CCHFV vOTU inh	SARS 3CLpro inh	PrPC TRFRET	BoNT A protease	BoNT F protease
Cc1ccc(SCCC(=O)N2CCOCC2)cc1	10	0	-5	5	-9	-8	-1	-1	0.0	-11
CC(C(=O)NCC(=O)Nc1ccc(F)c(F)c1F)N1CCN(c2ccc(O)cc2)CC1 (centres undefined)	.	-7	-5	5	0	3	.	2	-0.3	-1
Cc1noc(/C=C/c2ccco2)c1S(=O)(=O)N1CCC(C(=O)N2CCc3ccccc32)CC1	11	-11	2	2	-9	5	5	0	0.2	-4
O=C(Cc1nc2ccccc2[nH]c1=O)c1ccc(Cl)cc1	-13	-18	20	.	-10	-1	1	-1	.	.
NC(CSCc1ccccc1Cl)C(=O)O (centres undefined)	30	6	-8	4	-8	8	7	-1	-1.1	3
CCCn1c(-c2ccc[nH]c2=O)nc2ccccc21	-8	13	0	-3	0	-53	2	-4	-0.6	-5
CCOc1ccc(OCC)c(S(=O)(=O)N2CCOCC2)c1	11	2	-10	-5	-9	2	7	-5	-1.4	2
Cc1ccc(NC(=O)c2cc3cc(OC(F)(F)F)ccc3[nH]2)cc1	12	-5	-7	.	-7	5	2	-9	.	.
N#CC1=C2Sc3ccccc3N2CCCC1=O	-12	6	-19	7	-15	13	-5	3	0.9	-1
COc1cc(C(=O)N2CCCCC2)ccc1OCC(=O)Nc1ccc(F)cc1	.	6	2	-3	0	-9	.	11	-0.4	-7
Cc1ccc(C)c(N2CCN(C(=O)CCn3c(=S)[nH]c4cc5c(cc4c3=O)OCO5)CC2)c1	-19	-25	-4	-2	10	-7	0	-3	-1.3	-6
CN(C(=O)c1ccc(NC(=O)C2CCN(C(=O)OC(C)(C)C)CC2)cc1)C1CCC1	.	6	-14	1	4	4	.	9	-0.6	0
O=C(NC1CCCc2c1cnn2-c1ccc(F)cc1F)c1csnn1 (centres undefined)	54*	0	-3	4	-1	-5	-5	2	0.3	7
O=C(c1ccco1)N1CCN(C(=S)Nc2ccc(Br)cc2Cl)CC1	19	4	-14	0	.	-3	-2	5	-2.1	1
Cc1ccc(CN=C(Nc2ccccc2)NC2CCCCC2)cc1	31	10	1	-2	-9	-3	2	1	2.9	15
N#Cc1cccc(C(=O)OCC(=O)c2ccc3c(c2)NC(=O)CO3)c1	.	-18	20	-1	-6	3	.	5	8.9	9

Not all compounds are listed. The share of hits here may be higher or lower than overall.
